# CHRM4 antagonist: human M4 muscarinic receptor antagonists, primary screen, CHO cells, Fluo-8 calcium fluorescence; Muscarinic acetylcholine receptor M4 (Homo sapiens), P08173; CHO-hM4 cells, ACh EC80; inhibition, % at 3 µM; 0.73% of 360,000 active;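 active means inhibition above its plate's cutoff, the mean inhibition of sample wells plus 3 SD, cut at about 27% in these data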;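 further: 0% = acetylcholine EC80 with DMSO and 100% = DMSO without agonist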
# Target sequence (P08173 whole entry, looked up): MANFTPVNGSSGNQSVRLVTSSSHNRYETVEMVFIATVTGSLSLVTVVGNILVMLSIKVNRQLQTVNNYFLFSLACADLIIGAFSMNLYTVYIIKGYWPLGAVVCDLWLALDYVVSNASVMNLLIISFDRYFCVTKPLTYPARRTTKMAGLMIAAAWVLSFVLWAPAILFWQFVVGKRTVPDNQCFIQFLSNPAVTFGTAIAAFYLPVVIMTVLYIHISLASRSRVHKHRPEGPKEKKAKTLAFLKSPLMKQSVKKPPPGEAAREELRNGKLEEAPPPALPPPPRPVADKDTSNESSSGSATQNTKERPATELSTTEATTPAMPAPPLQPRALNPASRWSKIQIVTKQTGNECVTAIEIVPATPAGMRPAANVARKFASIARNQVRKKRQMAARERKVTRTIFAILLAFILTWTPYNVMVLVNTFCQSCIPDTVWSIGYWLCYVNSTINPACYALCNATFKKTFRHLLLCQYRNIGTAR
# M4 PAM: human M4 muscarinic receptor positive allosteric modulators, primary screen, CHO-K1 cells, Fluo-8 calcium fluorescence; Muscarinic acetylcholine receptor M4 (Homo sapiens), P08173; CHO-K1 hM4/Gqi5, ACh EC20; 0% = ACh EC20, 100% = maximal ACh; activation, % at 3 µM; 0.4% of 360,000 active; AID 624126, 2012;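 active means activation above its plate's cutoff, the mean activation of sample wells plus 3 SD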; further: some results filed as inactive read as strong as hits
# CHRM4 agonist: human M4 muscarinic receptor agonists, primary screen, CHO-K1 cells, Fluo-8 calcium fluorescence. Muscarinic acetylcholine receptor M4 (Homo sapiens), P08173. CHO-K1 hM4/Gqi5; vehicle 0%, full acetylcholine response 100%. activation, % at 3 µM. 0.14% of 360,000 active;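 active means activation above the run mean over all test wells plus 3 SD, cut at about 32% in these data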;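 further: peak over basal fluorescence ratio per well then scaled between controls; 0% = DMSO wells and 100% = acetylcholine at EC100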
# M5 PAM: human M5 muscarinic receptor positive allosteric modulators, primary screen, CHO-K1 cells, Fluo-8 calcium fluorescence | Muscarinic acetylcholine receptor M5 (Homo sapiens), P08912 | CHO-K1 hM5, ACh EC20 PAM; 0% = ACh EC20, 100% = ACh EC100 | activation, % at 3 µM | 0.3% of 360,000 active | AID 624038, 2012;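 active means activation above the run cutoff, the mean activation of all test compounds plus 3 SD, cut at about 18% in these data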
# Target sequence (P08912 whole entry, looked up): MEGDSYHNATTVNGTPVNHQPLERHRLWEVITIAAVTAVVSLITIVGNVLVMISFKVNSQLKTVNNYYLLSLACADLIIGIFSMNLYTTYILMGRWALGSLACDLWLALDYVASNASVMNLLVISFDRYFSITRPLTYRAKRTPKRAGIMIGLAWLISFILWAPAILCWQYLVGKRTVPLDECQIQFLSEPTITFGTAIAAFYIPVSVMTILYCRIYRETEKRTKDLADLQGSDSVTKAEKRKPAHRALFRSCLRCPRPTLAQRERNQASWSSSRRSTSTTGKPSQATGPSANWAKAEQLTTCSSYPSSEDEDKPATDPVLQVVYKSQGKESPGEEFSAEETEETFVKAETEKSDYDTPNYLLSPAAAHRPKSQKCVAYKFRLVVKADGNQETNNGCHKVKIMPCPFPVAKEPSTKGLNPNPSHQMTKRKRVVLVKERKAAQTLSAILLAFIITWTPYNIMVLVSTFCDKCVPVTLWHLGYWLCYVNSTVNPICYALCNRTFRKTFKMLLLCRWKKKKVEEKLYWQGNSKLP
#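 Assay system: CHO-K1 hM5 cells / Incubation: Fluo-8 loading 80 min at 37 °C plus 30 min room temperature / Technique: Fluo-8 calcium dye fluorescence, kinetic read / Repeats: single replicate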
# M1 ag parental: counter-screen for M1 agonists: effect in parental CHO-K1 cells. 0.48% of 360,000 active. AID 602248, 2012. activation, % at 3 µM. Fluo-8 calcium fluorescence; scaled to maximal ATP response, vehicle zero; in the data active means activation above about 15%;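 further: untransfected CHO-K1 host cells lacking M1 receptor as counterscreen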
# CHO-K1 Ca antag: M1 antagonist counterscreen hit in parental CHO-K1 cells; 0.6% of 360,000 active; AID 602250; ATP-induced calcium, Fluo-8 fluorescence; inhibition, % at 3 µM;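 active means inhibition above a per-plate cutoff, the plate's mean sample inhibition plus 3 SD, cut at about 24% in these data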;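 further: 0% = DMSO plus EC80 ATP and 100% = DMSO alone without ATP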
# M5 ag: human M5 muscarinic receptor agonists, primary screen, CHO-K1 cells, Fluo-8 calcium fluorescence | CHO-K1 hM5 cells; 0% DMSO wells, 100% maximal acetylcholine response | 0.19% of 360,000 active | activation, % at 3 µM | AID 624037, 2012 | Muscarinic acetylcholine receptor M5 (Homo sapiens), P08912;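 active means activation above the run's mean over test compounds plus 3 SD, cut at about 23% in these data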;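 further: signal is peak over basal fluorescence ratio across the kinetic read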
# CHRM5 antagonist: human M5 muscarinic receptor antagonists, primary screen, CHO cells, Fluo-8 calcium fluorescence. CHO-hM5 cells, ACh EC80. inhibition, % at 3 µM. Muscarinic acetylcholine receptor M5 (Homo sapiens), P08912. 0.59% of 360,000 active;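 active means inhibition above a per-plate cutoff, the mean of that plate's test compounds plus 3 SD, cut at about 27% in these data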;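 further: 0% = acetylcholine EC80 with DMSO and 100% = DMSO without agonist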
# M1 PAM parental: nonselective calcium activators in parental CHO-K1 cells, primary screen, counter-screen for M1 PAM project, cell-based, Fluo-8 calcium fluorescence, full deck, 1536-well. ATP EC20; 0% at ATP EC20, 100% at ATP max. 0.02% of 360,000 active. activation, % at 3 µM;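 active means activation above the run cutoff, the mean activation of all test compounds plus 3 SD, cut at about 40% in these data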;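 further: peak over basal fluorescence ratio in a 140 s read after ATP addition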
# * marks the source's active call; other numbers are inactive results.
SMILES,CHRM4 antagonist,M4 PAM,CHRM4 agonist,M5 PAM,M1 ag parental,CHO-K1 Ca antag,M5 ag,CHRM5 antagonist,M1 PAM parental
Cc1cc(C)cc(N2C(=O)CC(N3CCOCC3)C2=O)c1 (stereo unspecified),5,0,0,1,0.5,-5,0,-2,23
O=C(CN1C(=O)NC2(CCCCCCC2)C1=O)N1CCN(C(=O)c2ccco2)CC1,-5,8,1,0,0.3,-9,0,10,14
CCOc1cc(N2CCOCC2)c(OCC)cc1NC(=O)c1ccc(-n2ccnc2)c([N+](=O)[O-])c1,2,-8,19,-16,6.7,-4,3,13,3
Cc1ccc(NC(=O)/C(=C/c2cccc([N+](=O)[O-])c2)NC(=O)C2CCCCC2)c(C)c1,-14,10,1,4,-0.1,-17,-2,-9,8
CCOC(=O)N1CCN(C(c2ccnc3ccccc23)c2nnnn2-c2c(C)cccc2C)CC1 (stereo unspecified),-4,-2,0,2,1.4,-16,-4,-10,2
COc1cccc2[nH]c(C(=O)NCc3ccccc3)cc12,0,-2,1,-6,0.5,6,-1,11,-13
Cc1ccc(OCC(=O)Nc2cccc(S(=O)(=O)N3CCCCCC3)c2)cc1C,2,-4,10,-14,2.3,14,4,15,-11
Fc1ccc(N2CCN(c3ncnc4nc[nH]c34)CC2)cc1,-16,2,8,-9,5.5,-14,1,0,22
CCc1ccc(OC)c(S(=O)(=O)NCc2cccs2)c1,-11,9,1,7,-0.2,-21,-2,-2,2
C/C(Cl)=C/Cn1c(SCCN2CCOCC2)nc2c1c(=O)[nH]c(=O)n2C,11,-2,1,1,0.3,-3,-2,-3,1
CC(NC(=O)c1ccc(F)cc1Cl)C1CC2CCC1C2 (stereo unspecified),-6,-2,0,-1,-0.7,5,-3,0,16
COc1cc(C(c2nnnn2C(C)(C)C)N2CCN(c3nc4ccccc4s3)CC2)ccc1O (stereo unspecified),-2,0,4,0,1.7,-3,-1,0,17
CN(C)C(=O)CN1C(=O)NC2(CCCc3ccccc32)C1=O (stereo unspecified),2,6,1,-2,0.6,1,-5,15,5
COc1ccc(C(=O)N2CCN(Cc3ccc4c(c3)OCO4)CC2)cc1[N+](=O)[O-],-1,-3,2,-4,2.0,-6,3,0,19
Cc1[nH]c2ccccc2c1C1=CC(=O)C=CC1=O,45*,-8,6,0,1.5,-2,-2,14,19
CCc1cccc(NC(=S)Nc2cccc3ccccc23)c1,-2,3,1,4,0.9,-7,-3,-4,18
O=[N+]([O-])c1ccc(CN2CCN(c3ncccn3)CC2)cc1,7,-4,0,1,0.4,-6,-2,4,7
COc1ccccc1CCC(=O)Nc1cccc(S(=O)(=O)N2CCCC2)c1,-2,-2,4,-3,2.8,-5,-3,17,10
O=C(Nc1ccc(N2CCOCC2)cc1)c1csc([C@H]2C[C@H](O)[C@@H](CO)O2)n1,-2,9,1,1,0.3,-5,0,3,12
CCC(C)(C)NC(=O)C(NS(=O)(=O)c1cccs1)c1ccccc1 (stereo unspecified),-1,-5,0,1,0.3,8,-3,5,-10
O=C(Nn1c(Cc2ccccc2)nc2ccccc2c1=O)c1c(O)c2cccc3c2n(c1=O)CCC3,-13,15,3,4,0.5,-13,0,0,20
COc1ccc(C(=O)OCC(=O)Nc2ccc([N+](=O)[O-])cc2OC)c(O)c1,-2,7,1,2,0.7,-4,-2,-1,16
CC(C)[C@H](NC(N)=O)C(=O)Nc1ccc2c(c1)CCC2,2,5,0,0,0.4,-3,-3,-5,9
CC1(C)CC(=O)C2=C(C1)N(c1ncn[nH]1)C(N)=C(C#N)C2c1ccccc1 (stereo unspecified),-7,7,-1,1,0.2,3,1,10,5
Cc1ccc(NS(=O)(=O)c2c(C)[nH]c(C)c2C(=O)N2CCCCC2)cc1Cl,-8,4,1,2,1.1,-13,-1,2,14

# Following part:
SMILES,CHRM4 antagonist,M4 PAM,CHRM4 agonist,M5 PAM,M1 ag parental,CHO-K1 Ca antag,M5 ag,CHRM5 antagonist,M1 PAM parental
Cc1ccc(C2(c3ccccc3)NC(=O)N(CC(=O)NC3CCCCC3)C2=O)cc1C (stereo unspecified),-1,3,0,-1,-0.4,-6,-10,-2,17
C=CCN(c1ccccc1OC)S(=O)(=O)c1cccc(C(=O)OCC(=O)N2CC(C)OC(C)C2)c1 (stereo unspecified),-16,14,5,-3,2.0,-13,2,-3,8
Cn1c(SCC(=O)NCc2ccc3c(c2)OCO3)ncc(C(=O)Nc2ccc(F)cc2)c1=O,-6,-1,1,-2,1.4,1,2,0,3
O=C(c1nc2ccccn2c1CNCCCn1nnc2ccccc21)N1CCOCC1,-2,-2,2,-1,-0.1,3,-1,1,-12
Cc1ccccc1Nc1nc(N)nc(COC(=O)[C@@H](NC(=O)c2ccco2)C(C)C)n1,-7,3,3,15,0.2,-19,8,3,22
Cc1ccc(C(=O)OCC(=O)Nc2c(Cl)cc(S(N)(=O)=O)cc2Cl)o1,-7,3,1,2,1.6,-9,2,8,20
COc1ccc(S(=O)(=O)N2CCC(C(=O)N3CCCCC3)CC2)cc1,-25,-2,3,-1,1.6,1,0,10,8
O=C1c2ccccc2C(=O)N1CCCN1C(=O)c2ccccc2C1=O,-13,2,1,7,0.5,-4,-1,-1,-5
N#C/C=C(/N)N1CCN(c2ccc(Cl)c(Cl)c2)CC1,10,13,7,-1,2.4,-4,-2,15,-1
CCn1c(SCC(=O)c2ccc(Cl)cc2)nnc1C(C)C,-16,10,2,-17,0.0,3,-5,-7,-2
CC(=O)Nc1ccc(NC(=O)CCC(=O)NCCO)cc1,1,6,0,5,4.4,-3,1,-2,15
O=C(Nc1ccc2c(c1)OCO2)c1ccc(=O)[nH]n1,-6,3,1,0,0.3,-10,-3,2,6
CN1C2=C(C(=O)CC(C)(C)C2)C(c2cccs2)C2=C1CC(C)(C)CC2=O,6,-2,0,4,-1.1,0,-1,1,-13
COc1ccc(CCNC(=O)C2CCN(C(=O)c3ccc(OC)c(OC)c3)CC2)cc1,-2,5,1,-6,-0.1,-8,-1,16,0
O=C(N/N=C/c1ccncc1)c1sc2ccccc2c1Cl,-34,0,2,-1,0.9,-8,-6,-6,25
COC(=O)[C@]1(Cc2ccccc2)N[C@H](CN(C)C(=O)Nc2ccc(OC)cc2)[C@@H]2C(=O)N(Cc3ccccc3)C(=O)[C@@H]21,-1,-4,8,-4,2.3,-7,-1,7,19
COc1ccc(CNC(=O)c2cc(=O)c3cc(C)c(C)cc3o2)cc1,-8,5,2,4,3.2,-9,-2,4,10
CC(=O)Nc1ccc(S(=O)(=O)N(CC(=O)Nc2cc(C)on2)Cc2ccc(F)cc2)cc1,0,5,5,1,1.1,-4,-2,10,2
Cc1ccc(N(C(=O)c2csnn2)C(C(=O)NC2CCCC2)c2ccncc2)c(C)c1 (stereo unspecified),-12,2,0,4,0.5,-18,-3,4,26
O=C(Nc1ccccc1)OCC(CN1CCCCC1)OC(=O)Nc1ccccc1 (stereo unspecified),0,-5,3,-7,0.5,0,1,2,16
COc1ccccc1NC(=O)C1CC(C)OC1=O (stereo unspecified),-1,0,1,11,1.0,-9,1,-4,18
CCn1c(CN2CCN(CCO)CC2)nc2ccccc21,11,-1,1,-2,1.0,5,-3,10,18
CN(C)N1C(N)=C(C#N)C(c2cccs2)C2=C1CC(C)(C)CC2=O (stereo unspecified),8,-13,15,-11,3.7,18,-1,17,-14
CC[n+]1c(C=C2C=C(C)OC(C)=C2)sc2ccccc21,-1,7,1,2,0.4,11,-5,0,-4
S=C(NCc1ccccc1)NCc1ccc(Cl)cc1,0,-9,10,-4,5.5,3,1,-12,23

# Molecules from the list above containing a Cl atom:
SMILES,CHRM4 antagonist,M4 PAM,CHRM4 agonist,M5 PAM,M1 ag parental,CHO-K1 Ca antag,M5 ag,CHRM5 antagonist,M1 PAM parental
C/C(Cl)=C/Cn1c(SCCN2CCOCC2)nc2c1c(=O)[nH]c(=O)n2C,11,-2,1,1,0.3,-3,-2,-3,1
CC(NC(=O)c1ccc(F)cc1Cl)C1CC2CCC1C2 (stereo unspecified),-6,-2,0,-1,-0.7,5,-3,0,16
Cc1ccc(NS(=O)(=O)c2c(C)[nH]c(C)c2C(=O)N2CCCCC2)cc1Cl,-8,4,1,2,1.1,-13,-1,2,14
Cc1ccc(C(=O)OCC(=O)Nc2c(Cl)cc(S(N)(=O)=O)cc2Cl)o1,-7,3,1,2,1.6,-9,2,8,20
N#C/C=C(/N)N1CCN(c2ccc(Cl)c(Cl)c2)CC1,10,13,7,-1,2.4,-4,-2,15,-1
CCn1c(SCC(=O)c2ccc(Cl)cc2)nnc1C(C)C,-16,10,2,-17,0.0,3,-5,-7,-2
O=C(N/N=C/c1ccncc1)c1sc2ccccc2c1Cl,-34,0,2,-1,0.9,-8,-6,-6,25
S=C(NCc1ccccc1)NCc1ccc(Cl)cc1,0,-9,10,-4,5.5,3,1,-12,23

# Going on with the list:
SMILES,CHRM4 antagonist,M4 PAM,CHRM4 agonist,M5 PAM,M1 ag parental,CHO-K1 Ca antag,M5 ag,CHRM5 antagonist,M1 PAM parental
Oc1ccc2ccc(Cl)cc2c1,-9,4,4,4,-0.1,-16,3,6,-1
O=C(NCC(=O)N1CCN(C(c2ccccc2)c2ccccc2)CC1)c1ccc(Br)o1,-8,-5,2,-2,0.3,-13,-8,-9,14
CCCn1c(-c2ccccc2)nc2c(=O)n(C)c(=O)[nH]c21,6,16,0,1,0.4,1,4,-2,16
COc1ccc(C(=O)Cc2ccc(OC)c(OC)c2)c(OC)c1,-5,3,9,-11,8.9,-18,9,2,-2
Cc1ccccc1CN1CCC(n2nccc2NC(=O)c2ccc3c(c2)OCO3)CC1,-7,0,1,-2,0.7,3,-6,-2,-1
CCOc1ccc(-n2c(Cc3cc(=O)[nH]c(=O)[nH]3)nnc2SCC(=O)Nc2nnc(C)s2)cc1,-4,3,0,3,-0.2,4,-1,-4,6
